# N370S GC: inhibitors or activators of N370S glucocerebrosidase for Gaucher disease. N370S GC spleen homogenate, 4MU-glucoside fluorescence. Potency, µM (doses to about 59.4 µM), without a hit: at the highest dose activity change, negative = inhibition, usual class: inhibitors. 330,000 tested, 0.092% active;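 further: 0% = full enzyme activity and -100% = no enzyme basal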
# TDP1 inh: inhibitors of human tyrosyl-DNA phosphodiesterase TDP1 | recombinant TDP1, AlphaScreen DNA substrate cleavage | Potency, µM (titrated, usually from 130 µM), without a hit: top-dose activity change, negative = inhibition, hits mostly inhibitors | Q9NUW8 | 350,000 tested, 0.28% active | AID 485290; further: nearly all actives have a fitted effect of over 40% in size
# Target sequence (Q9NUW8 whole entry, looked up): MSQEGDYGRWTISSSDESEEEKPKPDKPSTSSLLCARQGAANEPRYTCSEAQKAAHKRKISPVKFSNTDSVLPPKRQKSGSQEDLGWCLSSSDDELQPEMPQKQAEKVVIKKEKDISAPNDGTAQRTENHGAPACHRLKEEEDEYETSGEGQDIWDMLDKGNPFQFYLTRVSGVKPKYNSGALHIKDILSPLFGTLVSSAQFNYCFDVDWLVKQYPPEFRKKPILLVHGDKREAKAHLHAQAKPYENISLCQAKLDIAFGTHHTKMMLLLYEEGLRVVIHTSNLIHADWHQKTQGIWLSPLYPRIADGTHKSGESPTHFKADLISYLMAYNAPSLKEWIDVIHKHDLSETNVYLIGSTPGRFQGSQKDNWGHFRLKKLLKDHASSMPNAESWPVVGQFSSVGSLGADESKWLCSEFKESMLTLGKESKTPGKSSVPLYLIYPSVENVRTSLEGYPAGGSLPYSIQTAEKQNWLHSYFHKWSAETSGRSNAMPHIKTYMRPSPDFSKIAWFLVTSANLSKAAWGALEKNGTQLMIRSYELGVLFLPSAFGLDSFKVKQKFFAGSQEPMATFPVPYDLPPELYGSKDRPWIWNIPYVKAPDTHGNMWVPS
#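 Signal: AlphaScreen proximity between streptavidin donor and anti-FITC acceptor beads on intact substrate. Reaction: Tdp1 1 nM, substrate 15 nM final, 5 min RT after 15 min compound preincubation.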
# FEN1 inh: blocks human flap endonuclease 1; P39748; Recombinant FEN1 flap cleavage, fluorescence, 15 min; Potency, µM (highest dose often 114 µM), inactives show at the top dose activity change, negative = inhibition, hits mostly inhibitors; 390,000 tested, 0.35% active; AID 588795; further: nearly all actives have a fitted effect of over 65% in size
# Target sequence (P39748 whole entry, looked up): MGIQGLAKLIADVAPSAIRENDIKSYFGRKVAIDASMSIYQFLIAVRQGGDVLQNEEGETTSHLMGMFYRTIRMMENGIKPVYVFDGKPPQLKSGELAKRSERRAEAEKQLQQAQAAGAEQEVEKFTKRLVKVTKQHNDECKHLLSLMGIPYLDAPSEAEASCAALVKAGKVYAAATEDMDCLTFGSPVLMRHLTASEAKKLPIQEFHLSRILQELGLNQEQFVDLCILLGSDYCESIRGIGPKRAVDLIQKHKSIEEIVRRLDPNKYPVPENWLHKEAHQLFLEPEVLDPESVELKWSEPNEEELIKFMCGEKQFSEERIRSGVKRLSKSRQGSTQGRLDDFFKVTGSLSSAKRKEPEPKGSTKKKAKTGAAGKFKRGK
#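 Reaction started by adding substrate (50 nM final) to 10 nM enzyme after 15 min room-temperature compound preincubation. Reads at 0 and 15 min, with data normalized and fitted to a four-parameter Hill equation.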
# * marks the source's active call; other numbers are inactive results; ? = inconclusive; . = not tested or not shown; & = joins results of further samples; [ ] = dose if it differs, or a comment. The call rests on the fitted dose curve; in most records, active means well fitted curve in the direction sought with a large enough effect; inconclusive means small, poorly fitted or top-dose-only effect, or another doubt; inactive means no such curve, though single readings can be large; an effect the other way counts as inactive or inconclusive. Unless noted, on the % scale 0 is the no-effect control and ±100 the full control effect; potency means the concentration at half of the fitted maximal effect.
SMILES,N370S GC,TDP1 inh,FEN1 inh
COc1ccc(NC(=O)CSc2nc3ccsc3c(=O)n2Cc2ccccn2)c(OC)c1,21%,6%,3%
Cc1nn(CC(=O)NCCc2ccccc2)c(C)c1[N+](=O)[O-],-5%,0%,1%
COc1ccc(CC(=O)NCc2n[nH]c(=S)n2-c2cccc(Cl)c2)cc1,7%,2%,21%
CC(C)(C)OC(=O)N[C@@H](Cc1ccccc1)c1nnc(SCC(N)=O)o1,1%,-1%,22%
O=C(Nc1cccnc1Cl)c1cc2ccccc2o1,-11%,.,34%[activator]
CCC1CCc2sc(C(=O)N(C)CC(=O)Nc3ccc(N4CCOCC4)cc3)cc2C1 (configuration not stated),1%,.,5%
NC(=O)CC(NC(=O)Cc1cccc2ccccc12)c1ccc(NCc2ccccc2)c([N+](=O)[O-])c1 (configuration not stated),1%,4%,-5%
CC(NCc1ccccc1Cl)C(=O)Nc1ccc(C#N)cc1 (configuration not stated),-3%,0%,1%
O=C(CCc1ccccc1)Nc1nnc(-c2ccc3c(c2)CCCC3)o1,7%,0%,22%
CN(C)CCCN1C(=O)c2oc3ccccc3c(=O)c2C1c1cccs1 (configuration not stated),-2%,-1%,10%
CCC(CC)C(=O)Nc1c2c(nn1-c1ccc(OC)cc1)CS(=O)(=O)C2,4%,4%,6%
C=CCn1c(SCC(=O)Nc2ccccc2C)nnc1-c1ccncc1,-2%,5%,-3%
O=C(O)CCC(=O)Nc1ccc(C(=O)OC2CCCCC2)cc1,5%,2%,2%
CCN(CC)c1nc2ccccc2c(N)c1-c1ccccc1,7%,-4%,-12%
N/C(=N\OC(=O)c1cccc2ccccc12)c1ccccn1,-3%,.,0%

# Quoted from the results shown (two entries):
SMILES,N370S GC,TDP1 inh,FEN1 inh
COc1ccc(NC(=O)CSc2nc3ccsc3c(=O)n2Cc2ccccn2)c(OC)c1,21%,6%,3%
Cc1nn(CC(=O)NCCc2ccccc2)c(C)c1[N+](=O)[O-],-5%,0%,1%

# Additional results.
SMILES,N370S GC,TDP1 inh,FEN1 inh
CCOc1cc(NC(=S)NCCCN(C)C)c(OCC)cc1NC(=O)c1cccs1,-4%,5%,-13%
COc1ccc(S(=O)(=O)N2CCC(NC(=O)C(Cc3cccc(OC)c3OC)NC(C)=O)CC2)cc1 (configuration not stated),19%,0%,-2%
CCCCCCCN1C=CC(=O)CC1,9%,-7%,1%
COc1cccc(OCCCCSc2ncccn2)c1,-18%,-2%,-19%
CCN1C(=O)[C@H]2[C@H]3CN=C(SCc4ccc(C#N)cc4)N3[C@@](C)(C(=O)OC)[C@H]2C1=O,.,0%[56.1 µM],5%
CN1CCN(S(=O)(=O)c2ccc(C#N)cc2)C(c2ccccc2)C1 (configuration not stated),.,3%,-3%
COc1cc(NS(=O)(=O)c2c(C)[nH]c(C)c2C(=O)N2CCCCC2)cc(OC)c1OC,-16%,-1%,12%
O=C(CSc1nnc(NC(=O)c2ccco2)s1)Nc1ccccc1F,2%,-1%,2%
COc1ccc(-c2csc3ncnc(Nc4ccc(OC)cc4OC)c23)cc1,.,-1%,-17%
CC(=O)N1CCOc2ccc(S(=O)(=O)Nc3ccc(Cl)cn3)cc21,-7%,3%,?
COc1ccc(N2CC(C(=O)Nc3cc(C(F)(F)F)ccc3N3CCCC3)CC2=O)c(OC)c1 (configuration not stated),-1%,-4%,3%
Cc1cccc(C(=O)OCC(=O)N(CC(C)C)c2c(N)n(Cc3ccccc3)c(=O)[nH]c2=O)c1O,0%,-3%,-4%
O=C(C1CCC1)N1CCc2cc(S(=O)(=O)N3CCN(c4ccccn4)CC3)ccc21,-4%,7%,-11%
CCc1nnc(NC(=O)c2cc(-c3ccccn3)nc3ccc(Br)cc23)s1,0%,2%,-2%
CCc1ccc(-c2cc3c(=O)n(CC(=O)NCCCN4CCC(Cc5ccccc5)CC4)nc(C)n3n2)cc1,-6%,2%,10%
CCOC(=O)C(=Cc1ccccc1)C(=O)OCC,-2%,13%,.
CC(C)(C)c1ccc(/C=C/C(=O)N2CCOCC2)cc1,4%,-2%,-4%
CCCCN(CC)CCNC(=O)c1cc2c(=O)n(C)c3ccccc3c2s1,-2%,.,?
COC(=O)c1ccc(C23CC4(C2)[C@H](CN(C)[C@@H]4c2ccccc2)C3c2ccc(C(F)(F)F)cc2)cc1 (some centres not stated),-5%&-19%,11%&5%,-14%
COc1cc(NC(=O)CN(C)S(=O)(=O)c2ccc(-c3ccc(=O)[nH]n3)s2)cc(OC)c1,20%,4%,9%
N/C(=N\OC(=O)c1ccc(F)cc1)c1nonc1N,-17%,-1%,27%
CCCCN(C(=O)CCC(=O)Nc1cc(C)on1)C(C(=O)NC1CCCC1)c1ccccc1OCC (configuration not stated),-5%,.,-1%
COc1cccc(CC2(CO)CCCN(Cc3cc(F)ccc3-n3cccn3)C2)c1 (configuration not stated),-3%,0%,-6%
Cc1ccc(N2CC(C(=O)Nc3ccc(S(=O)(=O)N4CCCC4)cc3)CC2=O)cc1C (configuration not stated),-3%,.,-4%
CCCCN(C)S(=O)(=O)c1ccc(C(=O)N=c2sc3cc(NC(C)=O)ccc3n2C)cc1,3%,-1%,1%
CN(C)S(=O)(=O)c1ccc(C(=O)NCC(=O)N/N=C/c2ccco2)cc1,-12%,5%,-1%
CCN1CCN(c2ccc(S(=O)(=O)N3CCOCC3)cc2NC(=O)/C=C/c2ccc(OC)cc2OC)CC1,-1%,1%,6%
CC(=O)NC(c1ccccc1)c1cc(Cl)c2cccnc2c1O (configuration not stated),5%,2%,?
COc1ccc(N2CCN(C(=O)c3cc(-c4ccc(C)c(F)c4)on3)CC2)cc1,.,-3%,14%
CCOc1ccc(CCNC(=O)Cn2ccc3ccccc3c2=O)cc1OCC,4%,0%,1%
Nc1c(-c2ccc(Cl)cc2)cnn1-c1cc(C(F)(F)F)cc(C(F)(F)F)c1,8%,6%,-7%
O=C(CSc1nc2ccccc2o1)N/N=C/c1ccco1,8%,2%,-2%
CCCn1c(N2CCN(C(=O)N3CCCCC3)CC2)nc2ccccc21,9%,2%,-5%
Cc1[nH]c2ccccc2c1CCO,-4%,3%,9%
CCOc1ccc(NC(=O)C2CCN(C(=O)NCc3ccccc3)CC2)cc1,-2%,0%,-1%
O=C(c1ccc(N2CCN(C(=O)c3ccccc3Br)CC2)cc1)c1cccc(F)c1,-1%,6%,7%
CCCc1nc2ccccc2c(=O)n1N,20%,2%,8%
COc1ccccc1NC(=O)C1CCN(S(=O)(=O)c2ccc3[nH]c4c(c3c2)CCCCC4)CC1,.,8%,3%
Cc1[nH]c2ccccc2c1C(=O)CN1C(=O)NC2(CC(C)CC(C)(C)C2)C1=O (configuration not stated),-8%,8%,?
O=C(NCCc1c[nH]c2ccccc12)C(F)(F)C(F)F,-2%,0%,3%
CC(C)(C)c1[nH]nc2c1C(c1ccncc1)C(C#N)=C(N)O2 (configuration not stated),-8%,2%,-10%
CCC(C)(C)C1CCc2c(sc(NC(=O)c3ccoc3C)c2C(N)=O)C1 (configuration not stated),21%,-1%,7%
CCOC(=O)N1CCN(C(=O)CSc2nnc(Cc3ccccc3)o2)CC1,2%,1%,1%
CCCCC(=O)NNC(=O)N1c2ccccc2Sc2ccccc21,1%,.,-6%
COC(=O)c1ccc(-c2noc(CN(Cc3ccncc3)CC3CCCO3)n2)cc1 (configuration not stated),-24%,8%,-5%

# Given tab-delimited: part of the list above.
smiles	N370S GC	TDP1 inh	FEN1 inh
CCCc1nc2ccccc2c(=O)n1N	20%	2%	8%
COc1ccccc1NC(=O)C1CCN(S(=O)(=O)c2ccc3[nH]c4c(c3c2)CCCCC4)CC1	.	8%	3%

# Sorted by number of heavy atoms (descending): some entries from above
SMILES,N370S GC,TDP1 inh,FEN1 inh
COC(=O)c1ccc(-c2noc(CN(Cc3ccncc3)CC3CCCO3)n2)cc1 (configuration not stated),-24%,8%,-5%
CCOc1ccc(NC(=O)C2CCN(C(=O)NCc3ccccc3)CC2)cc1,-2%,0%,-1%
CCCn1c(N2CCN(C(=O)N3CCCCC3)CC2)nc2ccccc21,9%,2%,-5%
CCCCC(=O)NNC(=O)N1c2ccccc2Sc2ccccc21,1%,.,-6%
CC(C)(C)c1[nH]nc2c1C(c1ccncc1)C(C#N)=C(N)O2 (configuration not stated),-8%,2%,-10%
Cc1[nH]c2ccccc2c1CCO,-4%,3%,9%

# Other structures.
SMILES,N370S GC,TDP1 inh,FEN1 inh
CCCC(=O)Nc1nnc(S(=O)(=O)N(C)c2ccccc2)s1,.,8%,1%
COC(=O)N1c2ccccc2CCc2ccccc21,0%,.,4%
NC(=O)c1ccc(N2CCC(C(N)=O)CC2)c([N+](=O)[O-])c1,-20%,-3%,-11%
Cc1ncc(CO)c(CNc2ccc(Oc3ccccc3)cc2)c1O,-16%,.,-14%
COc1cc2c(cc1OC)-c1nncn1C(C)(C)C2,-13%,-5%,-8%
O=C(CSc1cccc(C(F)(F)F)c1)Nc1nnc(C2CC2)s1,.,1%,0%
COC(=O)c1sc(NC(=O)CSc2nnnn2-c2cccc(OC)c2)nc1C,5%,4%,0%
Cc1c(C(=O)N2CCN(c3ccc(C(F)(F)F)cn3)CC2)oc2ccccc12,2%,-2%,-1%
COc1ccc(CC(C(=O)Nc2cc(C)ccc2C)/C(N)=N/O)cc1 (configuration not stated),?,6%,-9%
O=C(NC1CSCC1OC(=O)c1ccccc1)c1ccccc1 (configuration not stated),6%,-2%,-14%
Cc1ccc(C)c(CN2CCN(c3ncccn3)CC2)c1,-6%,.,-10%
Cc1ccc(NC(=O)CCCN2C(=O)COc3ccc(C)cc32)c(Cl)c1,.,-3%,-12%
CC1CCCc2sc3nc(N4CCN(CCO)CC4)n4ncnc4c3c21 (configuration not stated),-21%,-1%,-16%
Cc1ccc(-c2nnn(CC(=O)N3CCCCC3)n2)cc1,2%,.,1%
COc1ccc(C(=O)NC(C(=O)NCCc2ccc3c(c2)OCCO3)C(C)C)cc1 (configuration not stated),8%,0%,15%
COc1ccc(NC(=O)c2cc(C)nn2-c2ccccc2)cc1,6%,.,6%
O=C(CSc1n[nH]c(=O)n1C1CC1)N1N=C(c2ccc(Cl)cc2)CC1c1ccco1 (configuration not stated),-10%,8%,-11%
C[C@]12C[C@H](O)C3[C@@H](CCC4=CC(=O)CC[C@@]43C)[C@@H]1CC[C@@H]2C(=O)CO (some centres not stated),-5%,10%,.
COc1ccc(N2CCN(C(=O)c3ccc(Cl)c(S(=O)(=O)N4CCCC4)c3)CC2)cc1,-18%,4%,-7%
CSc1ccccc1C(=O)Nc1ccc2c(c1)CCC2,2%,.,1%
Cc1ccc(-c2cc3onc(-c4ccccc4)c3c(=O)n2C)cc1,1%,-7%,-2%
CCN1CNC(=S)N(c2cc(C)ccc2C)C1,19%,3%,9%
Cc1c(NC(=O)c2cc(C(C)C)on2)c(=O)n(-c2ccccc2)n1C,0%,5%,6%
CC(C)OCCCn1c(=O)c2ccccc2n2c(-c3ccccc3F)nnc12,.,9%,4%
CN1C(=O)C2(C(C#N)=C(N)Oc3n[nH]c(-c4ccc(Cl)cc4)c32)c2ccccc21 (configuration not stated),-2%,1%,0%
N#Cc1cccc(NC(=O)COC(=O)C2CCC2)c1,-4%,.,1%
Cc1ccc(CNc2nc(-c3ccco3)nn2S(=O)(=O)c2ccc3ccccc3c2)cc1,.,4%,-14%
CCOc1ccccc1C(=O)Nc1ccc2nc3c(c(Nc4ccc(OC)c(OC)c4)c2c1)CCCC3,.,9%,-14%
O=C(CSc1n[nH]c(-c2cccnc2)n1)Nc1ccc([N+](=O)[O-])cc1Br,-5%,8%,-7%
COc1ccc(-c2nnc(SC(C)C(=O)NC3CC3)o2)cc1 (configuration not stated),.,1%,6%
COc1ccc(C)cc1NC(=O)Cn1cc(S(=O)(=O)Cc2ccccc2Cl)c2ccccc21,.,6%,6%

# Single records, as listed above. Screens in order: N370S GC | TDP1 inh | FEN1 inh
# CSc1ccccc1C(=O)Nc1ccc2c(c1)CCC2 across the screens: 2% | . | 1%
# Cc1c(NC(=O)c2cc(C(C)C)on2)c(=O)n(-c2ccccc2)n1C across the screens: 0% | 5% | 6%

# Not a hit list. Share with any hit: about 0.57%.
